TEAD-YAP block = TEAD-YAP interaction inhibition, primary screen, TEAD-YAP interaction inhibitor project, luminescence, HEK-TIYL cells; hit rate 1.4% among 640,000; inhibition, % at 9.12 µM; TEAD-Gal4/YAP UAS-luciferase luminescence; in the data active means inhibition above about 32%;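 further: 0% = median of test compound wells and 100% = reference inhibitor wells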
MITF inh = MITF inhibitors, primary screen, biochemical, AlphaScreen, human; hit rate 0.91% among 650,000; Microphthalmia-associated transcription factor (Homo sapiens), O75030; AlphaScreen MITF homodimerization, bead proximity signal; inhibition, % at 2.6 µM; in the data active means inhibition above about 50%;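 further: 0% = vehicle wells with protein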
GPR151 ag = activators of human GPR151, primary screen, cell-based, PathHunter beta-arrestin, luminescence | AID 1508602, 2020 | G-protein coupled receptor 151 (Homo sapiens), Q8TDV0 | PathHunter beta-arrestin GPR151 cells | hit rate 1% among 650,000 | activation, % at 11.2 µM; in the data active means activation above about 4.9%;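 further: 0% = median of compound wells and 100% = cells with positive control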
Target sequence (Q8TDV0 whole entry, looked up): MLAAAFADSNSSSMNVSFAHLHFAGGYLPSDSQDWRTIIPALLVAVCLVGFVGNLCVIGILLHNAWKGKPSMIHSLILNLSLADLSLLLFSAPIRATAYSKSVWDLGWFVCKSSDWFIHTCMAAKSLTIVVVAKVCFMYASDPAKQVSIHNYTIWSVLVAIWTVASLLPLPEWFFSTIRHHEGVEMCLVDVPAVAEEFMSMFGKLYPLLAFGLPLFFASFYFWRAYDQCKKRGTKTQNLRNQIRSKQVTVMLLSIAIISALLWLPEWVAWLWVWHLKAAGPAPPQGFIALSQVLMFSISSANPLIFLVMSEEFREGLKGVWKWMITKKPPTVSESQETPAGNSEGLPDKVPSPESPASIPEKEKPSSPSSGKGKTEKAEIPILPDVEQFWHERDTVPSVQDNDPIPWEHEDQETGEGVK
FBW7 act = FBW7 E3 ligase activators, primary screen, biochemical, AlphaScreen, human; AlphaScreen FBW7–phospho-cyclin E peptide binding, activator screen; normalized activity (activation), % at 26.1 µM; F-box/WD repeat-containing protein 7 (Homo sapiens), Q969H0; hit rate 0.13% among 650,000; AID 1259310, 2017; in the data active means normalized activity above about 1.9%;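 further: purified mutant Fbw7 with reduced substrate affinity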
Target sequence (Q969H0 whole entry, looked up): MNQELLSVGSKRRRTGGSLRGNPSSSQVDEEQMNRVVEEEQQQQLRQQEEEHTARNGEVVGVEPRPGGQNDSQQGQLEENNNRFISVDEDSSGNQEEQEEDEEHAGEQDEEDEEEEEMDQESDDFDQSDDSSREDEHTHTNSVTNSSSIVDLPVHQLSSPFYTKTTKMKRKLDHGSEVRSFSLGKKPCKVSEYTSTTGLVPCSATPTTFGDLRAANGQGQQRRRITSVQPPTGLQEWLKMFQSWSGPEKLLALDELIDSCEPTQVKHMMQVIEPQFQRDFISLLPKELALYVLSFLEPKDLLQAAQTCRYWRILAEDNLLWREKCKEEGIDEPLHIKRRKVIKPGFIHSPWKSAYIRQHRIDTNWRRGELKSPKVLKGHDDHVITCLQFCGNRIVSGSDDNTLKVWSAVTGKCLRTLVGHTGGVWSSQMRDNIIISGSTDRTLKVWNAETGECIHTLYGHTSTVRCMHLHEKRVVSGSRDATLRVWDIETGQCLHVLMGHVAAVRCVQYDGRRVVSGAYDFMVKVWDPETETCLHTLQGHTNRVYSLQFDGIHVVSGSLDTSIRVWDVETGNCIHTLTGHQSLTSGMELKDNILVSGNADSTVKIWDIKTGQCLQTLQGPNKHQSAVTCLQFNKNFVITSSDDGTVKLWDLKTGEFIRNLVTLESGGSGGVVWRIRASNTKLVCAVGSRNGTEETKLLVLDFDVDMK
Starred values were filed as active, the others as inactive. Compounds were not picked by outcome. About 3.4% of those tested had a hit in this group.

SMILES	TEAD-YAP block	MITF inh	GPR151 ag	FBW7 act
CCOC(=O)c1sc2nc(C)nc(NCCc3ccc(S(N)(=O)=O)cc3)c2c1C	-4	-4	-0.6	0.1
COc1ccc(CCNC(=O)C2CCN(c3ccc(Nc4ccc(-n5ccnc5)cc4)nn3)CC2)cc1	15	-2	-0.5	-0.1
C=CCn1c(C)cn2c3c(=O)n(C/C=C/c4ccccc4)c(=O)n(C)c3nc12	-2	-8	1.3	-0.2
CC1=C(C(N)=O)C(c2ccccn2)n2nc(-c3cccc(C)c3)nc2N1 (stereo not given)	4	-4	0.0	0.1
Clc1ccccc1N/N=C/c1ccc2c(c1)OCO2	-57	-7	-4.7	-0.1
Cc1ccc(C(=O)n2nnc3ccccc32)c(F)c1F	2	13	-0.5	-0.1
O=C1NC(=Nc2ccc(F)cc2)S/C1=C\c1cccs1	8	10	-1.8	0.6
CCc1ccc(-c2nc(CS(=O)CC(=O)NCc3ccc(C)cc3)c(C)o2)cc1 (stereo not given)	-16	8	0.1	0.4
CCCN(C(=O)c1ccccn1)C1(C(=O)Nc2c(C)cccc2C)CCCCC1	5	4	0.9	0.1
O=C(O)c1cccc2c1C(=O)N(Cc1cccnc1)C2	-4	-2	1.0	0.1
O=C(CSc1nnc(-c2ccccc2F)o1)N1CCc2ccccc2C1	3	10	-0.2	0.1
COC(=O)c1ccccc1NC(=O)Nc1ccccc1-c1ccccc1	10	16	-2.1	0.6
O=C(Nc1nc(-c2ccccc2)cs1)c1ccc(Oc2ccccc2)cc1	9	-2	0.9	0.1
O=C(/C=C/c1ccccc1)Nc1cc(C(=O)NCCSCc2ccccc2)ccc1N1CC2CC(C1)c1cccc(=O)n1C2 (stereo not given)	-3	-2	-0.8	-0.1
CCOC(=O)CSc1nc(-c2ccccc2)nc2c1CCCC2	5	2	-0.1	-0.2
O=C1CN=C2c3ccccc3N=C(SCc3ccc(F)cc3)N12	1	12	0.0	0.1
CCN(CC)S(=O)(=O)c1cc(C(=O)NC)ccc1Cl	5	-6	0.0	-0.1
O=C(CN1C(=O)C2C3C=CC(C3)C2C1=O)N1CCN(c2ccccn2)CC1 (stereo not given)	-2	4	-0.9	-0.1
O=C(Nc1cccc(Cl)c1)c1cc(=O)c2ccccc2o1	-1	11	-1.1	0.1
CN1CCN(S(=O)(=O)CC2(C)C3CCC2(C)C(=O)C3Br)CC1 (stereo not given)	-9	-4	-0.2	0.0
NS(=O)(=O)c1ccc2nc(NC(=O)c3ccccc3Cl)sc2c1	-16	-5	0.3	-0.1
c1coc(CNc2nccn3c(-c4ccc5ccccc5c4)cnc23)c1	1	9	0.5	0.3
O=C(c1ccc(F)cc1)N1CCN(C2CCC(c3ccccc3)CC2)CC1 (stereo not given)	5	14	1.2	-0.1
N#C/C(=C\c1cc(Cl)cc(Cl)c1OCc1ccc(Cl)cc1Cl)c1nn(-c2ccccc2)c(N)c1C#N	4	-3	-0.1	-0.1
COc1cc(OC)c(C=Nc2ccc(S(N)(=O)=O)cc2)cc1Br	5	-1	-0.6	-0.1
CCOc1ccccc1NC(=O)c1sc2ncn(CC(=O)Nc3ccc(C(C)C)cc3)c(=O)c2c1C	4	4	-0.9	0.0
CCC(C)NC(=O)c1cc(-c2ccc(F)cc2)on1 (stereo not given)	-58	-2	-0.5	0.1
Oc1ccc(-c2cnc3c(Nc4cccc(C(F)(F)F)c4)nccn23)cc1	5	9	1.1	1.4
COC(=O)CSc1nnnn1-c1cccc2ccccc12	-2	13	0.9	0.9
COC(=O)c1ccc(NC(=O)NC2CC(=O)N(c3ccc(OC)c(OC)c3)C2)cc1 (stereo not given)	1	15	0.3	-0.1
CC1CCCN(C(=O)c2ccc(NC(=O)c3ccc(=O)[nH]c3)cc2)C1 (stereo not given)	-3	-17	0.6	0.5
C[N+]1(CCN2C(=O)C3CC=C(Cl)CC3C2=O)CCOCC1 (stereo not given)	0	2	0.7	-0.1
CC(C)(C)c1ccc(NS(=O)(=O)CC23CCC(CC2=O)C3(C)C)cc1 (stereo not given)	1	-1	2.4	0.3
O=C(c1c(F)cccc1Cl)N1CCN(S(=O)(=O)c2cc3c4c(c2)CCC(=O)N4CCC3)CC1	-4	-1	1.1	-0.1
O=C(NC(=S)Nc1ccc(N2CCOCC2)cc1)c1ccccc1Cl	-18	7	0.3	0.0
COc1ccc(NC(=O)CCC(=O)c2ccc(C)cc2)cc1OC	8	1	0.0	0.1
Cc1onc(-c2ccccc2)c1CNC(=O)c1ccccc1	0	2	2.2	-0.1
Cc1ccccc1Cn1c(CN2CCN(C)CC2)nc2c1c(=O)n(C)c(=O)n2C	-2	-1	1.1	-0.2
Cc1ccccc1C1NC(=O)NC2=C1C(=O)CC(C)(C)C2 (stereo not given)	10	-2	2.5	-0.2
CCOC(=O)C1=C(C)N=c2s/c(=C\c3cc(C)n(-c4ccc(Cl)cc4)c3C)c(=O)n2C1c1ccc(OC)c(OC)c1 (stereo not given)	4	-3	-0.5	-0.1
Cc1nc2c(C(=O)NC3CCCCC3)cnn2c(C)c1Cc1cccc(Cl)c1	3	-6	2.6	0.0
O=C(N/N=C\c1ccccc1[N+](=O)[O-])c1ccco1	-45	-5	-1.0	0.0
COc1ccccc1CN1C(=O)C2(OCCCO2)c2cc(C)ccc21	-4	-2	-1.0	0.0
O=C(Nc1ccc(Oc2cccnc2)cc1)C1CCN(C2CCSCC2)CC1	10	2	-0.8	0.0
O=C(NNC(=O)c1ccco1)Nc1cccc(C(F)(F)F)c1	8	6	1.7	-0.2
CC(C(=O)Nc1nccs1)(C(F)(F)F)C(F)(F)F	-8	-3	0.2	-0.1
O=C(Nc1cc(Oc2cccc(C(F)(F)F)c2)cc([N+](=O)[O-])c1)c1cc(-c2ccccc2)nc2ccccc12	-5	0	-0.4	-0.2
Cc1ccc(S(=O)(=O)N/N=C/c2ccc(Cl)s2)cc1	-7	0	-0.8	-0.2
CCN1CCC(N(Cc2ccco2)C(=O)Nc2cc(OC)cc(OC)c2)CC1	-4	9	0.9	0.0
O=C(C1CC1)N1CCc2cc(S(=O)(=O)Nc3ccc(Cl)cc3)ccc21	3	-3	0.8	0.0
Cc1cc(NC(CO)C(O)c2ccccc2)n2nc(-c3cccc(F)c3)cc2n1 (stereo not given)	7	13	-1.1	-0.1
Cc1nn(-c2ccc3ccccc3c2)c2c1C(c1ccncc1)C(C#N)=C(N)O2 (stereo not given)	-4	8	-1.8	-0.2
O=C(/C=C/c1ccccc1[N+](=O)[O-])Nc1cccnc1	-53	12	0.4	-0.4
Cc1ccc(NC(=O)CSc2nc3ccccc3c(=O)n2-c2ccc3c(c2)OCO3)cc1Cl	4	7	0.7	0.2
COc1ccc(C(=O)O)cc1S(=O)(=O)NCc1ccccc1	2	-6	-2.4	-0.2
CC(C)(C)c1ccc(OCC(=O)N2CCOCC2)c(Br)c1	-79	-6	0.3	0.0
CC(C)(C)n1ncc2c(=O)n(CC(=O)c3ccccc3)cnc21	-36	14	-0.3	0.2
Cc1cccc(-c2noc(CNC(=O)Nc3ccc(Cl)cc3)n2)c1	6	14	-2.9	0.2
CC1CCCC(N2C(=O)C3C(C(=O)Nc4ccc(Cl)cc4)C4C=CC3(O4)C2C(=O)NC2CCCCC2)C1C (stereo not given)	8	8	-0.8	0.6
O=C(CSc1nc2ccccc2c(=O)n1Cc1ccccc1)NCc1ccccc1Cl	0	-2	-0.7	0.0

(continued)
SMILES	TEAD-YAP block	MITF inh	GPR151 ag	FBW7 act
O=c1c2ccccc2[nH]c(=S)n1CC1COc2ccccc2O1 (stereo not given)	-5	-10	0.7	-0.2
O=C(COc1ccc(Br)cc1)Nc1ccc2oc(=O)ccc2c1	6	4	0.7	-0.2
COCCCN(C(=O)Cc1nc(-c2ccc(OC)cc2)no1)C(C)c1ccncc1 (stereo not given)	-3	2	0.4	-0.1
CCCSc1nnc2c(n1)OC(c1ccccc1OCC)Nc1ccccc1-2 (stereo not given)	-50	-6	0.2	-0.1
N#Cc1c(NC(=O)c2ccc(S(=O)(=O)N3CCOCC3)cc2)sc2c1CCC2	-2	-7	0.0	-0.1
O=C(NC(=S)NCc1cccnc1)c1cccc(I)c1	14	7	1.2	0.2
Cc1ccc(NC(=O)c2sc3ncn(CC(=O)N4CCOCC4)c(=O)c3c2C)c(C)c1	-1	17	0.0	-0.1
CC(C)NC(=O)C1CCN(c2nc3cc(Cl)ccc3s2)CC1	-39	-4	0.3	0.0
CN(C)S(=O)(=O)c1ccc(C(=O)OCc2ccc(Cl)c(Cl)c2)cc1	8	7	1.1	0.3
O=C(CNC(=O)C1CCCCC1)NNC(=S)NC(=O)c1ccccc1[N+](=O)[O-]	-20	-9	0.2	0.0
CCCC(NS(=O)(=O)c1ccccc1)C(=O)O (stereo not given)	-1	-6	-0.2	0.0
CN(C)c1ccc(-c2nc(-c3ccccc3)c(-c3cccs3)[nH]2)cc1	1	-9	-1.4	-0.1
CCNC(=S)NS(=O)(=O)c1ccc(C)cc1	1	21	-1.8	0.2
O=C(COc1ccccc1)NCc1cc(-c2ccccc2)on1	-12	-4	-1.1	0.0
COc1cc(Nc2nc(NCc3cccnc3)c3ncn(-c4ccccc4)c3n2)cc(OC)c1OC	1	12	1.1	0.0
O=C(Nc1cccc(-c2ccc(N3CCCCCC3)nn2)c1)c1cccs1	-42	-6	-0.6	-0.2
N#Cc1c(NC(=O)C2=COCCO2)sc2c1CCN(Cc1ccccc1)C2	21	-4	0.0	0.0
CC1(C)C(=O)C2(CCCCC2)C(=O)OC1c1ccccc1 (stereo not given)	0	15	0.6	0.1
CC(=O)Nc1ccc(N=Cc2ccccc2[N+](=O)[O-])cc1	10	6	0.2	-0.1
CC(=O)COC(=O)c1ccc(Cl)c(S(=O)(=O)N2CCCC2)c1	0	7	-1.1	0.0
O=C(Nc1ccc(F)cc1[N+](=O)[O-])NC1(C(F)(F)F)Oc2ccccc2O1	-1	2	0.9	0.1
Cn1c(=O)c2c(nc3n2CC(c2ccc(Br)cc2)=NN3CCO)n(C)c1=O	3	13	0.5	0.0
O=C(O)/C(=C\c1ccccc1)NC(=O)c1ccc(Br)cc1	-2	2	-0.9	0.7
CCSc1nc2sc3c(c2c(=O)n1Cc1ccccc1)CC(C)(C)OC3	0	-10	1.4	0.0
COc1ccccc1NCN1C(=O)c2ccc(Br)cc2C1=O	11	16	-1.9	0.0
COc1cccc2c1OC1(C)CC2/C(=C(\C)O)C(=O)N1 (stereo not given)	-7	8	0.9	0.0
CC(=O)Nc1cccc(-c2cnc(N)c(NC3CCC(O)CC3)n2)c1 (stereo not given)	3	5	-1.3	0.3
N#Cc1cc([N+](=O)[O-])ccc1NC(=O)COC(=O)Cc1ccc2c(c1)OCCO2	-4	6	-0.5	0.7
C=CCn1c(C)cn2c3c(=O)n(CC)c(=O)n(C)c3nc12	0	1	2.5	0.0
COc1ccc(-c2nnc(SCC(=O)N3CC4(C)CC3CC(C)(C)C4)n2C)cc1 (stereo not given)	-1	0	0.4	-0.2
O=C(O)c1cn(CCOc2ccccc2)c2ccccc12	2	3	0.4	0.1
CCC(=O)N1CCN(c2ccc(F)cc2[N+](=O)[O-])CC1	1	10	-0.1	0.0
Cc1cccc(-c2noc(CNC(=O)COc3cc(C)cc(C)c3C)n2)c1	-5	-2	1.2	-0.1
CCOC(=O)c1c(NC(=O)COc2cc(C)ccc2C(C)C)sc2c1CCCC2	2	6	-0.3	-0.1
Cc1ccccc1CNC(=O)CN(c1cc(C(F)(F)F)ccc1Cl)S(=O)(=O)c1ccccc1	3	8	-0.3	0.2
CC(C)(C)C1CCc2c(sc(NC(=O)c3nn4c(C(F)(F)F)cc(-c5cccs5)nc4c3Br)c2C#N)C1 (stereo not given)	0	3	-0.7	-0.1

By substructure: the compounds so far containing a thiophene ring, fused or not.
SMILES	TEAD-YAP block	MITF inh	GPR151 ag	FBW7 act
CCOC(=O)c1sc2nc(C)nc(NCCc3ccc(S(N)(=O)=O)cc3)c2c1C	-4	-4	-0.6	0.1
O=C1NC(=Nc2ccc(F)cc2)S/C1=C\c1cccs1	8	10	-1.8	0.6
CCOc1ccccc1NC(=O)c1sc2ncn(CC(=O)Nc3ccc(C(C)C)cc3)c(=O)c2c1C	4	4	-0.9	0.0
Cc1ccc(S(=O)(=O)N/N=C/c2ccc(Cl)s2)cc1	-7	0	-0.8	-0.2
N#Cc1c(NC(=O)c2ccc(S(=O)(=O)N3CCOCC3)cc2)sc2c1CCC2	-2	-7	0.0	-0.1
Cc1ccc(NC(=O)c2sc3ncn(CC(=O)N4CCOCC4)c(=O)c3c2C)c(C)c1	-1	17	0.0	-0.1
CN(C)c1ccc(-c2nc(-c3ccccc3)c(-c3cccs3)[nH]2)cc1	1	-9	-1.4	-0.1
O=C(Nc1cccc(-c2ccc(N3CCCCCC3)nn2)c1)c1cccs1	-42	-6	-0.6	-0.2
N#Cc1c(NC(=O)C2=COCCO2)sc2c1CCN(Cc1ccccc1)C2	21	-4	0.0	0.0
CCSc1nc2sc3c(c2c(=O)n1Cc1ccccc1)CC(C)(C)OC3	0	-10	1.4	0.0
CCOC(=O)c1c(NC(=O)COc2cc(C)ccc2C(C)C)sc2c1CCCC2	2	6	-0.3	-0.1
CC(C)(C)C1CCc2c(sc(NC(=O)c3nn4c(C(F)(F)F)cc(-c5cccs5)nc4c3Br)c2C#N)C1 (stereo not given)	0	3	-0.7	-0.1

Screening data as filed in PubChem BioAssay.
